AID2073: disruptors of CaV2.2 binding to Mint1 – biochemical, HTRF (AID 2073); HTRF protein-protein interaction, Mint1-CaV2.2; higher % means a stronger effect; inhibition, % at 20 µM; hits with a dose series show IC50 in µM; actives 0.19% (n = 290,000); in the data active = inhibition mostly above about 51%, no sharp cut-off; inconclusive = no clear call, values can overlap the other calls; inactive = mostly below about 53%; also: some results filed as inactive read as strong as hits
KOR beta-arrestin-1: kappa opioid receptor activators – cell-based, luminescence, uHTS, primary screen (AID 1777); KOR beta-arrestin recruitment, luminescence; higher % means a stronger effect; activation, % at 10 µM, or EC50 in µM where a hit was titrated; actives 0.02% (n = 280,000); in the data active = activation above about 50%, passing the limit was not always enough; also: a part of the inactive calls stands beside numbers as strong as those of hits
NOD2 inhibition: NOD2 signaling inhibitors, cell-based, luminescence, uHTS, HEK293 (AID 1566); inhibition, % at 4 µM; hits with a dose series show EC50 in µM; actives 0.63% (n = 290,000); HEK293 NOD2/NF-kB luciferase reporter, luminescence; higher % means a stronger effect; also: many of its hits are not listed in these tables
HIV fusion peptide: inhibitors of HIV fusion peptide binding, primary screen, biochemical, uHTS, fluorescence dequenching (AID 1986); cell-free peptide binding, fluorescence dequenching, 30 min; higher % means a stronger effect; one-dose inhibition, % at 20 µM; IC50 in µM for titrated hits; actives 0.3% (n = 290,000); in the data active = inhibition mostly above about 52%, no sharp cut-off; inactive = mostly below about 76%; also: some results filed as inactive read as strong as hits
NS5 inhibitors: Dengue-2 NS5 methyltransferase inhibitors, primary screen, biochemical, confirmation dose response (AID 588689). inhibition, % at 25 µM, or IC50 in µM where a hit was titrated. actives 0.3% (n = 340,000). Dengue-2 NS5 methyltransferase capping enzyme assay, biochemical; higher % means a stronger effect; in the data active = a potency from the dose series; inconclusive = inhibition above about 29% without an active follow-up result
West Nile virus CPE: inhibition of WNV-induced cytopathic effect – cell-based, CPE readout (AID 1621); one-dose CPE inhibition, % at 10 µM; IC50 in µM for titrated hits; actives 0.02% (n = 290,000); West Nile virus-infected cells, CPE inhibition; higher % means a stronger effect; in the data active = a potency from the dose series; inconclusive = CPE inhibition mostly from about 3.7% at the one dose, without a potency; inactive = the rest, 99 in 100 with CPE inhibition below about 2.2%; also: strong numbers were not always called active
NOD1 inhibition: NOD1 signaling inhibitors, primary screen, cell-based, luminescence, uHTS (AID 1578). one-dose inhibition, % at 4 µM; EC50 in µM for titrated hits. NOD1-driven NF-kB luciferase reporter cells, luminescence; higher % means a stronger effect. actives 1% (n = 290,000); in the data active = inhibition mostly above about 36%, no sharp cut-off; inactive = mostly below about 34%;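 also: HEK-293T reporter cells stimulated with the NOD1 agonist gamma-tri-DAP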
KOR beta-arrestin-2: KOR antagonists, beta-arrestin recruitment, cell-based, luminescence, uHTS (AID 1778). KOR beta-arrestin recruitment, luminescence, antagonist mode; higher % means a stronger effect. one-dose inhibition, % at 10 µM; IC50 in µM for titrated hits. actives 0.091% (n = 290,000); also: strong numbers were not always called active
Yfh1-depleted yeast: mitochondrial function rescue without frataxin homolog – Friedreich's ataxia, plus single-dose screen, dose response (AID 1465); S. cerevisiae Yfh1-off respiration, WST-1 reduction, 72 h; higher fold induction means a stronger effect; fold induction at 50 µM; hits with a dose series show EC50 in µM; actives 0.074% (n = 220,000);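 active = fold induction of absorbance versus untreated yeast above a set limit, then at least 30% activation at any dose in follow-up; inconclusive = repeats straddling the limit, or above it without dose testing; inactive = fold induction below the set limit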;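 also: activators that raise dye reduction in frataxin-depleted yeast; strong numbers were not always called active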
NS5 inhibitors pilot replicate: also measured in NS5 inhibitors; calls as there; inhibition, %; measured here: pilot screen replicate inhibition
An asterisk follows results filed as active; i = inactive; ? = inconclusive; . = no result given; & = joins results of further samples; [ ] = remark or other dose. Rule as the data show it, unless noted: active = inhibition above about 50%; inactive = the rest. An excerpt, so the mix of outcomes need not match the whole.

SMILES | AID2073 | KOR beta-arrestin-1 | NOD2 inhibition | HIV fusion peptide | NS5 inhibitors | West Nile virus CPE | NOD1 inhibition | KOR beta-arrestin-2 | Yfh1-depleted yeast | others
CC(C)(C)NC(=O)c1nc2nc(-c3ccccc3)cc(C(F)(F)F)n2n1 | 1% | 1.8% | -4% | 1.0% | -5% | -0.2% | -17% | -47% | i
Cc1cnc(C)c(N(C)NC(=S)Nc2ccccc2)n1 | -14% | -0.9% | -11% | -0.4% | -6% | -0.2% | -35% | -34% | i
C=CCn1c(CSc2nc3ccccc3s2)n[nH]c1=S | -10% | 6.6% | -29% | 0.7% | -15% | -0.2% | . | -73% | i
COc1ccc(-c2nc(CS(=O)(=O)CC(=O)NCc3cccc(Br)c3)c(C)o2)cc1 | 25% | 5.5% | 17% | 18% | -3% | -0.7% | 10% | -27%[20 µM] | .
Fc1ccccc1N1CCN(Cc2nc(-c3ccc(Cl)cc3Cl)no2)CC1 | 0% | 3.3% | 6% | 1.1% | -1% | 0.2% | 0% | -11% | i
COc1ccccc1CNC(=O)Cc1c[nH]c2ccccc12 | 4% | -3.1% | 5% | -1.2% | 1% | -1.1% | -32% | -19% | .
O=C(/C=C/c1ccco1)NC(=S)Nc1ccccc1 | -13% | . | -8% | 12% | -15% | -1.2% | -6% | -50%[20 µM] | .
Brc1cc2c(cc1C1Nc3ccccc3C3C=CCC31)OCO2 (configuration not stated) | 4% | 2.6% | 0% | 2.7% | 3% | 0.0% | -27% | -25% | i
CCN(CC)CCCNC(=O)CSc1nc(C)cc(C)n1 | -7% | -3.0% | -2% | -0.2% | 0% | 0.0% | -34% | -6% | i
COc1ccccc1-c1cn(-c2ccccc2)c(=S)[nH]1 | -33% | 3.8% | -56% | -0.5% | -7% | -0.2% | -6% | 31% | .
CCc1nnc(NC(=O)C2CCN(c3cnccn3)CC2)s1 | 0% | 6.6% | 18% | -2.1% | -5% | 0.7% | -4% | -3% | i
COC(=O)c1c(-c2cccs2)csc1NC(=O)CSc1ncnc2sc(C)c(C)c12 | 12% | -1.7% | 51%* | -1.3% | -2% | -1.1% | -15% | -10% | i
CC(C)C1Nc2ccc(C(=O)NC3CCCCC3)cc2NC1=O (configuration not stated) | 12% | 2.6% | 9% | 1.3% | -2% | 0.2% | -44% | -70% | .
CCc1cc(C(=O)OC)c(NC(=O)C2CC(=O)NN2Cc2ccccc2)s1 (configuration not stated) | -5% | -2.4% | 15% | -3.1% | -2% | -0.7% | . | 27% | i
Cc1cc(SCC(=O)c2ccccc2)n2ncc(-c3ccccc3)c2n1 | -5% | -1.6% | 2% | 19% | 1% | -1.0% | -8% | 55% | i
COc1ccc(C(=O)N(c2ccccn2)C2CCCCC2)c(OC)c1 | -7% | 1.9% | 6% | 0.2% | -1% | -0.7% | -33% | -40% | i
NCCSSCCN | -17% | -4.3% | 18% | 2.3% | -4% | 1.5% | 1% | 37% | i
O=C(N/N=C/c1ccc([N+](=O)[O-])cc1)c1ccccc1OCc1ccccc1 | -1% | 5.0% | -13% | -2.5% | -4% | -0.4% | -40% | -40% | .
C=CCc1cccc(/C=N/c2ncccc2O)c1O | -10% | -5.3% | 0% | 17% | 5% | -0.5% | 2% | 40% | i
O=S(=O)(c1cccs1)N1CN(Cc2cccs2)c2nc3ccccc3nc21 | 1% | -3.4% | 26% | 0.5% | -2% | 0.0% | -4% | 8% | i
COc1ccc(CCNC(=S)NNC(=O)c2c(Br)c(C)nn2C)cc1OC | -2% | 0.9% | 10% | 0.5% | -6% | -0.2% | -7% | 20% | .
CN1CCN(c2nc3ccccn3c(=O)c2C=C(C#N)C#N)CC1 | 11% | -6.7% | 1% | -0.6% | 3% | -0.5% | -2% | 3% | .
C=C(C)CSc1nnc([C@H](CCSC)NC(=O)OC(C)(C)C)o1 | -8% | 1.1% | -3% | -0.8% | -1% | 0.1% | 5% | -2% | i
NNC(=O)C1=NOC2COC3(CCN(c4ncccn4)CC3)OCC12 (configuration not stated) | 5% | -3.4% | 17% | -2.7% | . | 1.0% | -11% | 7% | i
Cc1ccc(C2=NN(C(=O)CCC(=O)O)C(c3ccc4c(c3)OCO4)C2)cc1 (configuration not stated) | 11% | 0.2% | 14% | 3.0% | -2% | -0.4% | -3% | -20%[20 µM] | .
O=c1cnnc(SCc2ccc([N+](=O)[O-])cc2)[nH]1 | 16% | -6.4% | -3% | 0.4% | -5% | 0.1% | -2% | 12% | i
CCCCNC(=O)C1C2C=CC3(CN(Cc4ccc(C)cc4)C(=O)C13)O2 (configuration not stated) | -9% | -0.9% | 10% | 2.7% | 1% | -0.5% | -11% | 14% | i
Cc1cc2c(sc3ccccc32)c(C)n1 | 3% | 12% | 12% | -1.4% | -3% | 0.1% | -7% | 0% | i
O=C(CSc1nnc(-c2cccc(Br)c2)o1)N1CCOCC1 | 6% | -0.8% | 4% | 1.0% | -1% | -0.3% | -25% | 7% | .
COc1ccc(NC(=O)C2CC(c3ccc(Cl)cc3)=NO2)cc1 (configuration not stated) | 13% | 0.3% | 7% | -0.5% | -5% | -1.6% | -17% | -23%[20 µM] | .
COc1ccc(N2CCN(C(=O)COc3ccc4c(C)cc(=O)oc4c3)CC2)cc1 | 17% | -8.2% | 12% | 0.2% | 3% | 0.3% | -27% | -9% | i
CC(=O)O[C@@H]1[C@@]2(C)O[C@H]2CC[C@]23O[C@H]2[C@H](OC3=O)C2=C(C)C(=O)O[C@@]21O | 4% | -1.8% | 11% | 2.4% | 1% | -0.3% | -15% | 5% | i
CS(=O)(=O)N1CCc2cc(C(=O)N3CCN(c4ccc(F)cc4)CC3)ccc21 | 14% | 3.9% | 6% | -2.4% | -4% | -0.7% | 3% | 4% | .
CC1=C(C(=O)N2CCOCC2)C(c2ccccc2F)C2=C(CC(C)(C)CC2=O)N1 (configuration not stated) | 22% | 1.4% | 10% | 2.1% | 3% | -0.2% | -6% | 15% | i | NS5 inhibitors pilot replicate=-0.9
O=C(OCCN1CCOCC1)c1ccccc1 | -3% | 1.2% | 13% | 0.1% | -5% | -0.7% | 19% | 2% | .
O=c1cc(CSc2nnc(NC3CCCCC3)s2)nc2sccn12 | 3% | 5.6% | 6% | 0.4% | -1% | -0.7% | -44% | -42% | i
Cc1cc(N)n2nc(C)c(-c3ccccc3)c2n1 | 8% | 8.8% | -16% | -2.1% | 5% | -0.3% | 11% | -29% | i
Fc1cccc(-n2cc(-c3ccccc3)c3c(=S)nc[nH]c32)c1 | 6% | -4.7% | 13% | -0.3% | 3% | 1.7% | 15% | 6% | .
COCCCNC(=S)NNC(=S)Nc1ccc(OC)cc1 | -27% | -1.3% | 1% | -1.3% | . | 0.4% | -8% | 0% | i
CCOc1ccc(N(CC(=O)Nc2ccc(C)cc2)S(C)(=O)=O)cc1 | 1% | 2.4% | -29% | 0.3% | -1% | -0.8% | -45% | -10% | .

A section of the results above, as a working copy:
SMILES | AID2073 | KOR beta-arrestin-1 | NOD2 inhibition | HIV fusion peptide | NS5 inhibitors | West Nile virus CPE | NOD1 inhibition | KOR beta-arrestin-2 | Yfh1-depleted yeast | others
Fc1cccc(-n2cc(-c3ccccc3)c3c(=S)nc[nH]c32)c1 | 6% | -4.7% | 13% | -0.3% | 3% | 1.7% | 15% | 6% | .
COCCCNC(=S)NNC(=S)Nc1ccc(OC)cc1 | -27% | -1.3% | 1% | -1.3% | . | 0.4% | -8% | 0% | i
CCOc1ccc(N(CC(=O)Nc2ccc(C)cc2)S(C)(=O)=O)cc1 | 1% | 2.4% | -29% | 0.3% | -1% | -0.8% | -45% | -10% | .

More records.
SMILES | AID2073 | KOR beta-arrestin-1 | NOD2 inhibition | HIV fusion peptide | NS5 inhibitors | West Nile virus CPE | NOD1 inhibition | KOR beta-arrestin-2 | Yfh1-depleted yeast | others
Cc1ccc(OCC(=O)NCC(=O)Nc2ccc(F)cc2)c([N+](=O)[O-])n1 | -4% | -1.7% | 11% | 0.5% | -2% | -1.0% | -16% | 18% | i
c1ccc(-c2nc3ccccc3nc2N2CCOCC2)cc1 | -3% | 5.5% | -20% | 9.9% | -10% | 0.2% | -6% | 1% | i
COc1cccc(/C=N/NC(=O)c2nnn(-c3nonc3N)c2C(C)C)c1 | -2% | 4.1% | 27% | 1.4% | 3% | 1.7% | -1% | 0% | .
Cc1cc(C(=O)CCC(=O)N2CCN(S(=O)(=O)c3cccs3)CC2)c(C)s1 | -4% | 40% | 1% | -0.7% | -14% | . | -2% | 8% | .
Cc1ccc(-n2c(=O)[nH]cc(C(=O)N3CCc4ccccc43)c2=O)cc1 | 1% | -0.4% | 13% | -1.9% | -7% | 0.2% | 2% | 21% | i
Cc1ccc(C(=O)NCCc2nnc3ccc(N4CCCC4)nn23)cc1 | -4% | 7.8% | 16% | 0.8% | 2% | -0.3% | -9% | -16% | .
O=C(O)CCNc1cc(N2CCN(C(=O)c3ccco3)CC2)c2noc3c2c1C(=O)c1ccccc1-3 | ? | -4.0% | 20% | 55%* | ? | -0.8% | -25% | -18% | .
CC(C)c1nc(NCc2ccccc2)c(C#N)c2c1CCCC2 | 7% | 0.6% | 7% | 1.5% | 2% | 0.3% | . | -13% | i
Cc1ccnc(NC(=O)CCC(=O)N(CC(=O)NC2CCCCC2)C2CCCC2)c1 | 9% | -3.7% | 17% | -1.7% | -13% | -0.4% | 1% | 19% | i
CC1=CCC(C(=O)O)C(C(=O)Nc2cccnc2)C1 (configuration not stated) | -1% | -1.9% | 13% | 0.9% | -9% | 0.1% | 1% | -36%[20 µM] | i
CCOC(=O)CC(=O)CSc1nc(C)cc(-c2cccnc2)c1C#N | 5% | -3.2% | 5% | 8.0% | 14% | 0.5% | -10% | 11% | i
CC1=NN(C(=O)c2ccc(Cn3nc(C)c(Br)c3C)cc2)C(O)(C(F)(F)F)C1 (configuration not stated) | -2% | -1.7% | 25% | 1.9% | 2% | -0.8% | -15% | -4% | i
CCOc1ccc(NC(=O)C(=O)NCCN2CCN(S(=O)(=O)c3ccccc3)CC2)cc1 | 4% | -3.9% | -12% | 0.0% | -1% | 0.0% | -15% | -24% | .
O=C(/C=C/c1ccc(F)cc1)c1ccccc1Br | 8% | -1.6% | -37% | 1.6% | -12% | 0.0% | 28% | 17% | i
CC[C@H](C)C(=O)O[C@H]1CCC=C2C=C[C@H](C)[C@H](CC[C@@H]3C[C@@H](O)CC(=O)O3)[C@H]21 | 1%&13% | -3.9%&-4.1% | -30%&-16% | -1.5%&-1.0% | -3% | 0.1% | -15%&-68% | 1%&-27% | i
CC(=O)c1cn(N(C)c2ncc(C(F)(F)F)cc2Cl)c(=O)[nH]c1=O | 6% | -0.9% | 1% | -0.9% | . | 0.2% | -31% | -30% | i
COC(=O)c1ccc(COc2ccc(/C=N/N3CCN(C)CC3)cc2)cc1 | -12% | -0.5% | -43% | 0.0% | 1% | -1.1% | -46% | 7% | i
Cc1[nH]c(N=Nc2ccccc2)nc1N=Nc1ccccc1 | -4% | -4.5% | 4% | -5.9% | 16% | ? | -5% | 8.4µM* | i

Screening results: PubChem BioAssay, several laboratories
